# INS-1E rescue – rescue of cytokine-induced death in INS-1E beta cells. 20,000 tested, 0.1% active. INS-1E cytokine-induced death, ATP luminescence, 48 h; normalised: neutral wells 0, positive control 100. protection from cytokine-induced ATP loss, % at 10 µM. AID 488910;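 active = mean replicate protection from cytokine-induced ATP loss at least 50% and at least 75% of replicates each reaching 50%; inconclusive = meets only one of the two criteria, mean or replicate share; inactive = fails both the mean and replicate share criteria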
#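 assay system = INS-1E rat insulinoma cells | amount = 8000 cells per well | medium = phenol-red-free RPMI with 5% fetal bovine serum | doses = one compound concentration, pin transfer | timing = 48 h cytokine plus compound treatment, 10 min reagent incubation | also added = IL-1β, TNF-α and IFN-γ cytokine mix | signal = CellTiter-Glo luminescence measuring cellular ATP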
# T cruzi HTS – inhibitors of intracellular Trypanosoma cruzi | intracellular Trypanosoma cruzi in host cells, plate reader | activity score (inhibition), % at 5.01 µM | AID 651903 | 22,000 tested, 4.9% active; in the data active = activity score above about 55%; inconclusive = no clear call, values can overlap the other calls;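 also: parasites and compound incubated about four days before reading; 0% = median of neutral control wells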
# * hit, by the source's call; ? = inconclusive; · = not tested or not shown. Some of the compounds tested, so the mix of outcomes need not match the whole.
# Under each structure: INS-1E rescue	T cruzi HTS
Cc1ccc(S(=O)(=O)N(C)C[C@H]2Oc3ccc(NC(=O)NC(C)C)cc3C(=O)N([C@H](C)CO)C[C@H]2C)cc1
  -2.6	6.5
C[C@@H]1CN([C@H](C)CO)C(=O)c2cccc(NS(=O)(=O)c3ccc(F)cc3)c2O[C@@H]1CN(C)C(=O)Nc1cccc2ccccc12
  -0.8	2.4
C[C@@H]1CN([C@H](C)CO)C(=O)c2cccc(NC(=O)c3nc4ccccc4s3)c2O[C@@H]1CN(C)S(=O)(=O)c1ccc(F)cc1
  -3.7	12.8
C[C@@H]1CN([C@H](C)CO)C(=O)c2cc(NC(=O)Cc3cn(C)c4ccccc34)ccc2O[C@@H]1CN(C)Cc1ccc(C(=O)Nc2ccccc2N)cc1
  3.6	32.4
C[C@@H]1CN([C@@H](C)CO)C(=O)Cc2cc(NS(=O)(=O)c3ccccc3)ccc2O[C@@H]1CN(C)Cc1ccccc1
  1.2	19.4
Cc1noc(C)c1NC(=O)N(C)C[C@H]1Oc2ccc(NS(=O)(=O)c3cccs3)cc2CC(=O)N([C@@H](C)CO)C[C@H]1C
  8.1	-4.3
COc1cccc(S(=O)(=O)N(C)C[C@@H]2OCc3cn(nn3)CCCC(=O)N([C@@H](C)CO)C[C@H]2C)c1
  ·	-2.6
Cc1noc(C)c1NC(=O)N(C)C[C@H]1Oc2c(NS(=O)(=O)c3ccc(Cl)cc3)cccc2C(=O)N([C@H](C)CO)C[C@@H]1C
  5.8	-27.2
C[C@H](CO)N1C[C@H](C)[C@@H](CN(C)Cc2ccc(C(=O)Nc3ccccc3N)cc2)Oc2ccc(NS(=O)(=O)c3cccs3)cc2C1=O
  2.2	52.3
CC(C)NC(=O)Nc1cccc2c1O[C@H](CN(C)C)[C@H](C)CN([C@H](C)CO)C2=O
  9.3	-12.5
C[C@@H]1CN([C@H](C)CO)C(=O)c2cccc(NC(=O)c3ccncc3)c2O[C@@H]1CN(C)S(=O)(=O)c1ccc(Cl)cc1
  11.4	-6.7
COc1ccc(S(=O)(=O)Nc2cccc3c2O[C@H](CN(C)Cc2ccc4c(c2)OCO4)[C@H](C)CN([C@@H](C)CO)C3=O)cc1
  -4.2	7.5
C[C@@H]1CN([C@@H](C)CO)C(=O)c2cccc(NS(=O)(=O)c3ccccc3)c2O[C@@H]1CN(C)S(=O)(=O)c1cccs1
  2.4	18.4
C[C@H]1CN([C@@H](C)CO)C(=O)Cc2cc(NS(=O)(=O)c3cn(C)cn3)ccc2O[C@H]1CN(C)Cc1ccc2c(c1)OCO2
  -0.8	-13.5
Cc1noc(C)c1S(=O)(=O)Nc1ccc2c(c1)C(=O)N([C@@H](C)CO)C[C@H](C)[C@@H](CN(C)C(=O)NC(C)C)O2
  4.7	-11.6
COc1ccc(CN(C)C[C@H]2Oc3ccc(NC(=O)Nc4ccc5c(c4)OCO5)cc3CC(=O)N([C@@H](C)CO)C[C@H]2C)cc1
  -8.7	-10.6
C[C@H]1CN([C@@H](C)CO)C(=O)Cc2cc(NC(=O)Cn3cnnn3)ccc2O[C@H]1CN(C)C(=O)Nc1cccc2ccccc12
  3.1	-9.1
C[C@@H]1CCCCO[C@H](CN(C)C(=O)NC2CCCCC2)[C@@H](C)CN([C@H](C)CO)C(=O)c2cc(NC(=O)Cc3ccccc3)ccc2O1
  4.2	11.0
Cc1ccc(S(=O)(=O)N(C)C[C@@H]2Oc3ccc(NC(=O)c4ccncc4)cc3CC(=O)N([C@@H](C)CO)C[C@@H]2C)cc1
  0.4	8.0
C[C@H]1CN([C@@H](C)CO)C(=O)Cc2cc(NS(=O)(=O)c3ccc(F)cc3)ccc2O[C@@H]1CN(C)C(=O)Nc1ccc(C(F)(F)F)cc1
  -5.6	10.3
C[C@H]1CN([C@@H](C)CO)C(=O)c2cccc(NC(=O)c3cnccn3)c2O[C@H]1CN(C)Cc1ccc(Cl)c(Cl)c1
  -11.4	15.1
C[C@H]1CN([C@@H](C)CO)C(=O)c2cccc(NS(=O)(=O)c3cccs3)c2O[C@@H]1CN(C)C(=O)Nc1ccc(F)cc1
  4.2	-26.1
C[C@H](CO)N1C[C@H](C)[C@@H](CN(C)Cc2ccc(Cl)c(Cl)c2)Oc2c(NC(=O)C3CC3)cccc2C1=O
  -18.7	11.1
C[C@@H]1CN([C@@H](C)CO)C(=O)c2cc(NS(C)(=O)=O)ccc2O[C@H]1CN(C)S(=O)(=O)c1ccc(F)cc1
  8.9	6.5
C[C@@H]1CN([C@@H](C)CO)C(=O)c2cccc(NS(=O)(=O)c3ccc(Cl)cc3)c2O[C@H]1CN(C)S(=O)(=O)c1cccs1
  6.3	1.2
C[C@H]1CN([C@@H](C)CO)C(=O)c2cc(NS(=O)(=O)c3cn(C)cn3)ccc2O[C@H]1CN(C)Cc1ccccc1
  ·	0.9
C[C@H](CO)N1C[C@H](C)[C@@H](CN(C)C(=O)c2ccc3ccn(C)c3c2)OCc2cnnn2CCCC1=O
  ·	-3.1
C[C@H]1CN([C@@H](C)CO)C(=O)Cc2cc(NC(=O)Nc3ccc(F)cc3)ccc2O[C@H]1CN(C)C(=O)Nc1ccc(C(F)(F)F)cc1
  -14.8	-7.3
C[C@H](CO)N1C[C@H](C)[C@@H](CN(C)CC2CCCCC2)Oc2c(NS(C)(=O)=O)cccc2C1=O
  11.4	-14.3
C[C@H]1CN([C@@H](C)CO)C(=O)c2cc(NC(=O)Nc3ccc(F)cc3)ccc2O[C@@H]1CN(C)C(=O)Nc1cccc2ccccc12
  9.4	-10.0
C[C@H]1CN([C@@H](C)CO)C(=O)c2cccc(NC(=O)Nc3ccccc3)c2O[C@@H]1CN(C)C(=O)Nc1ccc(F)cc1
  3.8	-7.7
C[C@H](CO)N1C[C@H](C)[C@H](CN(C)Cc2ccncc2)Oc2c(NC(=O)Nc3cccc4ccccc34)cccc2C1=O
  -1.1	-0.3
C[C@@H]1CN([C@H](C)CO)C(=O)Cc2cc(NC(=O)Cc3cn(C)c4ccccc34)ccc2O[C@H]1CN(C)Cc1ccc(C(=O)O)cc1
  2.5	-14.2
C[C@H]1CN([C@@H](C)CO)C(=O)c2cccc(NS(C)(=O)=O)c2O[C@@H]1CN(C)Cc1ccc2c(c1)OCO2
  6.8	7.6
C[C@H]1CN([C@@H](C)CO)C(=O)Cc2cc(NC(=O)Nc3ccc(F)cc3)ccc2O[C@H]1CN(C)S(=O)(=O)c1ccc(F)cc1
  -1.5	-14.8
C[C@H]1CN([C@@H](C)CO)C(=O)c2cccc(NC(=O)Nc3cccc4ccccc34)c2O[C@H]1CN(C)Cc1ccc2c(c1)OCO2
  -15.8	64.6*
C[C@@H]1CCCCO[C@@H](CN(C)C(=O)Nc2cccc3ccccc23)[C@@H](C)CN([C@H](C)CO)C(=O)c2cc(NS(=O)(=O)c3ccc(F)cc3)ccc2O1
  -7.8	6.9
COc1ccc(NC(=O)Nc2ccc3c(c2)CC(=O)N([C@H](C)CO)C[C@@H](C)[C@H](CN(C)Cc2ccc(C(F)(F)F)cc2)O3)cc1
  -42.7	?
C[C@H](CO)N1C[C@H](C)[C@H](CN(C)S(=O)(=O)c2ccc(Cl)cc2)Oc2ccc(NC(=O)CCN3CCOCC3)cc2CC1=O
  5.7	13.4
C[C@H](CO)N1C[C@H](C)[C@@H](CN(C)S(=O)(=O)c2ccccc2)Oc2ccc(NS(=O)(=O)c3ccccc3)cc2C1=O
  -1.2	-1.1

# Additional results
Structure | INS-1E rescue | T cruzi HTS
COc1cccc(S(=O)(=O)N(C)C[C@H]2OCc3cnnn3CCCC(=O)N([C@H](C)CO)C[C@@H]2C)c1 | · | 10.1
COc1ccc(CN(C)C[C@H]2Oc3ccc(NC(=O)c4ccncc4)cc3C(=O)N([C@@H](C)CO)C[C@@H]2C)cc1 | 5.7 | -12.2
C[C@@H]1CN([C@@H](C)CO)C(=O)c2cccc(NS(=O)(=O)c3ccc(F)cc3)c2O[C@@H]1CN(C)Cc1ccc(C(F)(F)F)cc1 | -23.2 | 34.1
C[C@H]1CN([C@@H](C)CO)C(=O)c2cccc(NC(=O)NC3CCCCC3)c2O[C@H]1CN(C)S(C)(=O)=O | 4.2 | -6.7
Cc1noc(C)c1NC(=O)N(C)C[C@@H]1Oc2c(NC(=O)Nc3ccc4c(c3)OCO4)cccc2C(=O)N([C@H](C)CO)C[C@H]1C | 0.8 | -19.5
Cc1noc(C)c1NC(=O)N(C)C[C@@H]1Oc2ccc(NS(=O)(=O)c3cn(C)cn3)cc2C(=O)N([C@H](C)CO)C[C@@H]1C | · | -22.1
C[C@@H]1CN([C@@H](C)CO)C(=O)Cc2cc(NC(=O)Nc3cccc4ccccc34)ccc2O[C@@H]1CN(C)C(=O)Nc1ccccc1 | 3.1 | 0.4
C[C@@H]1CCCCO[C@H](CN(C)Cc2ccc(C(F)(F)F)cc2)[C@@H](C)CN([C@H](C)CO)C(=O)c2cc(NC(=O)Nc3ccc(C(F)(F)F)cc3)ccc2O1 | -37.9 | 70.7*
C[C@@H]1CN([C@H](C)CO)C(=O)c2cccc(NS(=O)(=O)c3ccccc3)c2O[C@H]1CN(C)CC1CC1 | 2.1 | -3.3
C[C@H]1CN([C@@H](C)CO)C(=O)c2cccc(NC(=O)C3CCOCC3)c2O[C@H]1CN(C)C | 7.0 | -25.6
COc1ccc(NC(=O)N(C)C[C@H]2Oc3ccc(NC(=O)Nc4c(C)noc4C)cc3C(=O)N([C@@H](C)CO)C[C@H]2C)cc1 | -0.6 | -12.9
Cc1cc(C(=O)Nc2cccc3c2O[C@H](CN(C)S(=O)(=O)c2ccc(Cl)cc2)[C@@H](C)CN([C@@H](C)CO)C3=O)n(C)n1 | 6.9 | -13.2
COC(=O)CCCCCCC(=O)N/N=C/c1ccc(OC)c(OC)c1 | 8.1 | 10.5
C[C@H]1CN([C@@H](C)CO)C(=O)c2cc(NC(=O)Nc3cccc4ccccc34)ccc2O[C@@H]1CN(C)C | 0.7 | -24.6
C[C@@H]1CN([C@H](C)CO)C(=O)c2cccc(NC(=O)Nc3ccccc3)c2O[C@H]1CN(C)C(=O)NC1CCCCC1 | 5.6 | 8.3
C[C@H](CO)N1C[C@H](C)[C@@H](CN(C)C)Oc2ccc(NC(=O)Nc3cccc4ccccc34)cc2C1=O | 1.4 | 9.8
CC(C)NC(=O)Nc1ccc2c(c1)C(=O)N([C@@H](C)CO)C[C@H](C)[C@@H](CN(C)C(=O)Nc1ccccc1)O2 | 1.7 | -6.0
C[C@@H]1CN([C@H](C)CO)C(=O)c2cccc(NC(=O)Nc3ccc(C(F)(F)F)cc3)c2O[C@@H]1CN(C)CC1CC1 | -8.8 | -38.9
COc1ccc(NC(=O)N(C)C[C@@H]2Oc3ccc(NC(=O)Cc4cn(C)c5ccccc45)cc3C(=O)N([C@H](C)CO)C[C@@H]2C)cc1 | 3.1 | -1.8
C[C@@H]1CCCCO[C@@H](CN(C)C(=O)Nc2ccc3c(c2)OCO3)[C@@H](C)CN([C@H](C)CO)C(=O)c2cc(NC(=O)Nc3ccc4c(c3)OCO4)ccc2O1 | 3.4 | -31.5
C[C@H]1CN([C@@H](C)CO)C(=O)c2cc(N(C)C)ccc2O[C@@H]1CN(C)C(=O)Nc1cccc2ccccc12 | · | -12.8
C[C@@H]1CN([C@@H](C)CO)C(=O)c2cc(NS(=O)(=O)c3ccccc3)ccc2O[C@@H]1CN(C)CC1CCCCC1 | -3.6 | -13.5
Cc1noc(C)c1S(=O)(=O)Nc1ccc2c(c1)CC(=O)N([C@@H](C)CO)C[C@@H](C)[C@@H](CN(C)CC1CC1)O2 | 7.5 | -15.4
C[C@H]1CN([C@@H](C)CO)C(=O)Cc2cc(NC(=O)Cn3cnnn3)ccc2O[C@H]1CN(C)Cc1ccncc1 | 1.1 | 0.4
Cc1cc(C(=O)Nc2cccc3c2O[C@@H](CN(C)S(=O)(=O)c2ccc(Cl)cc2)[C@H](C)CN([C@H](C)CO)C3=O)n(C)n1 | 4.9 | -9.8
O=C(N/N=C/c1ccc(O)cc1)c1ccccc1O | -30.4 | -24.3
C[C@@H]1CN([C@H](C)CO)C(=O)c2cccc(NC(=O)Nc3ccccc3)c2O[C@H]1CN(C)C | 0.6 | -23.0
COc1ccc(NC(=O)Nc2cccc3c2O[C@@H](CN(C)C(=O)Nc2c(C)noc2C)[C@H](C)CN([C@@H](C)CO)C3=O)cc1 | 3.0 | -19.3
C[C@@H]1CN([C@@H](C)CO)C(=O)CCCn2nncc2CO[C@@H]1CN(C)C(=O)Nc1ccccc1C(F)(F)F | · | -7.9
C[C@@H]1CCCCO[C@@H](CN(C)C(=O)Nc2ccccc2)[C@@H](C)CN([C@H](C)CO)C(=O)c2cc(NC(=O)CCC(F)(F)F)ccc2O1 | 2.6 | -23.8
Cc1noc(C)c1NC(=O)Nc1ccc2c(c1)CC(=O)N([C@@H](C)CO)C[C@@H](C)[C@@H](CN(C)C(=O)Nc1cccc3ccccc13)O2 | -1.2 | -8.3

# 4 entries already listed, sorted by length of the SMILES, lowest first:
Structure | INS-1E rescue | T cruzi HTS
C[C@H]1CN([C@@H](C)CO)C(=O)Cc2cc(NC(=O)Cn3cnnn3)ccc2O[C@H]1CN(C)Cc1ccncc1 | 1.1 | 0.4
C[C@@H]1CN([C@@H](C)CO)C(=O)CCCn2nncc2CO[C@@H]1CN(C)C(=O)Nc1ccccc1C(F)(F)F | · | -7.9
COc1ccc(NC(=O)Nc2cccc3c2O[C@@H](CN(C)C(=O)Nc2c(C)noc2C)[C@H](C)CN([C@@H](C)CO)C3=O)cc1 | 3.0 | -19.3
Cc1noc(C)c1NC(=O)Nc1ccc2c(c1)CC(=O)N([C@@H](C)CO)C[C@@H](C)[C@@H](CN(C)C(=O)Nc1cccc3ccccc13)O2 | -1.2 | -8.3
